High-throughput results from PubChem BioAssay.
CSM14.1 death rescue: protection against thapsigargin-triggered cell killing – 384-well, CSM14.1, ATP luminescence, primary screen (AID 1222); CSM14.1 thapsigargin-induced death rescue, ATP luminescence; higher % means a stronger effect; cellular ATP content (survival), % at 20 µM; hits with a dose series show EC50 in µM; 190,000 tested, under 10 active;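 active = EC50 below 50 µM in the dose-response confirmation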;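 also: death triggered by thapsigargin at about 15 µM added after 2 h compound pretreatment; cell ATP read after overnight thapsigargin exposure of roughly 18 to 22 hours; normalized against plate controls of thapsigargin alone and 5% DMSO vehicle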
PhoP inhibition: PhoP-dependent GFP reporter repression – Salmonella Typhimurium, primary screen (AID 1863). S. Typhimurium PhoP-regulated promoter GFP reporter, 4 h; higher % means a stronger effect. inhibition, % at 50 µM; hits with a dose series show IC50 in µM. actives 0.16% (n = 300,000);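 active = inhibition over 29.93%, a cutoff 3 SD above the screen mean, later confirmed by dose response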;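 also: 0% = low Mg2+ inducing control and 100% = high Mg2+ repressing control; strong numbers were not always called active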
TNAP activation fold: stimulation of alkaline phosphatase TNAP activity – biochemical, luminescent, no phosphate acceptor, uHTS, primary screen (AID 1001). one-dose activation fold at 20 µM; EC50 in µM for titrated hits. actives 0.03% (n = 200,000). purified TNAP, luminescent activation assay, no phosphate acceptor; higher activation fold means a stronger effect; in the data active = activation fold from about 3, or a potency from the dose series; inactive = the rest, 99 in 100 with activation fold below about 1.6; also: many of its hits are not listed in these tables
PMI inhibition: MPI inhibition at elevated mannose 6-phosphate – biochemical, fluorescence intensity, high mannose 6-phosphate, primary screen (AID 1220); recombinant PMI enzyme, coupled fluorescence intensity; higher % means a stronger effect; actives 0.66% (n = 190,000); inhibition, % at 20 µM, or IC50 in µM where a hit was titrated
Large T inhibition: TAg ATPase/helicase activity blockers – biochemical (AID 1903); SV40 large T antigen ATPase/helicase inhibition assay; higher % means a stronger effect; actives 0.39% (n = 310,000); one-dose inhibition, % at 20 µM; IC50 in µM for titrated hits; in the data active = a potency from the dose series; also: strong numbers were not always called active
human PMI inhibition: MPI enzyme activity inhibition – biochemical, fluorescence intensity, coupled assay, primary screen (AID 1209). actives 0.42% (n = 190,000). one-dose inhibition, % at 20 µM; IC50 in µM for titrated hits. purified PMI enzyme, coupled fluorescence intensity; higher % means a stronger effect;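 also: plate controls were DMSO vehicle for no effect and wells lacking substrate for full effect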
West Nile antiviral: West Nile virus antiviral activity, cell-based, CPE readout (AID 1621); CPE inhibition, % at 10 µM; hits with a dose series show IC50 in µM; actives 0.02% (n = 290,000); West Nile virus-infected cells, CPE inhibition; higher % means a stronger effect; in the data active = a potency from the dose series; also: strong numbers were not always called active
RSV CPE inhibition: RSV antiviral activity via CPE protection, HEp-2 cells, primary 10 µM value included (AID 2391) | HEp-2 cells, RSV-induced CPE inhibition; higher % means a stronger effect | CPE inhibition, % at 10 µM, or IC50 in µM where a hit was titrated | actives 0.13% (n = 310,000); in the data active = a potency from the dose series; also: strong numbers were not always called active
Ins promoter up: MIN6 insulin promoter up-regulation. MIN6 insulin promoter-GFP reporter, high-content imaging; active compounds read high. z-score at 5 µM. actives 0.3% (n = 190,000). AID 1625;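 active = z-score above 3 at 5 µM with at least 500 cells counted in the well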
Ins promoter up cell count: second read-out of Ins promoter up, no call of its own (marks repeat the call); cell count; measured here: cytotoxicity, nuclei count;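 total cells summed across four imaged fields per well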
An asterisk follows results filed as active; · = not tested or not shown; & = joins results of further samples. Rule as the data show it, unless noted: active = inhibition above about 50%; inactive = the rest.

Under each structure – human PMI inhibition | Large T inhibition | CSM14.1 death rescue | PMI inhibition | Ins promoter up cell count | West Nile antiviral | RSV CPE inhibition | TNAP activation fold | PhoP inhibition | Ins promoter up
- COCCn1c(SCC#N)nnc1-c1ccc(OC)cc1
    -2% | 3% | -1.9% | -5% | 1297 | -0.5% | 4.1% | 1.1 | -1% | 0.52
- CCCC(=O)N1CC2(CCC)CN(C(=O)CCC)CC(CCC)(C1)C2=O
    8% | -1% | -2.0% | 5% | 1916 | -0.7% | 0.9% | 1.1 | 2% | -0.14
- Cc1ccccc1C(=O)NC(=S)Nc1ccc(S(=O)(=O)N2CCOCC2)cc1
    17% | 14% | -3.2% | 4% | 1455 | -0.7% | 4.5% | 1.1 | -1% | -0.28
- O=C(COc1cccnc1[N+](=O)[O-])c1c[nH]c2ccccc12
    · | 22% | · | · | 1420 | 0.1% | 1.9% | · | -6% | -0.09
- CCc1ccc(NC(=O)CSc2nnc(CNC(=O)c3c(F)cccc3Cl)o2)cc1
    0% | 8% | 0.5% | -3% | 900 | 0.2% | 1.2% | 1.1 | -3% | -0.27
- NS(=O)(=O)OCC(Cc1ccccc1)N1C(=O)c2ccccc2C1=O (stereo not given)
    · | 7% | · | · | · | 0.1% | -0.8% | · | -2% | ·
- FC(F)(F)c1ccnc(NCc2ccc(Cl)cc2)n1
    · | 14% | · | · | · | 1.8% | 2.6% | · | 7% | ·
- O=C(Oc1oc(-c2ccco2)nc1C=Nc1ccccc1)c1ccoc1
    -14% | 11% | 3.8% | -14% | 874 | 0.2% | -0.7% | 1.1 | -6% | -0.25
- CCN(CC)CCC#CC1(O)c2ccccc2-c2ccccc21
    · | 12% | · | · | · | -1.0% | 2.1% | · | -4% | ·
- CC(=O)Nc1ccc(C(=O)Nc2ccc(S(=O)(=O)N3CCCCC3)cc2)cc1
    · | 4% | · | · | · | -0.7% | 7.6% | · | 0% | ·
- Cc1ccc(C2Nc3ccc4ccccc4c3C3=C2C(=O)CC(C)(C)C3)o1 (stereo not given)
    16% | 5% | -0.4% | 19% | · | -0.5% | 6.7% | 1 | 7% | ·
- COc1ccccc1C(=O)NCC(=O)OCC(=O)c1ccc2c(c1)-c1ccccc1C2
    4% | 29% | 0.4% | 10% | 1485 | -0.5% | 14% | 0.9 | -6% | -0.17
- CC(C(=O)NCc1cccnc1)c1ccc([N+](=O)[O-])cc1 (stereo not given)
    · | 7% | · | · | · | -0.2% | 0.7% | · | 4% | ·
- Cc1cc(NC(=O)CSc2nc3ccccc3n2CC(=O)N2CC(C)CC(C)C2)no1 (stereo not given)
    4% | -3% | 0.7% | 2% | 1226 | -0.1% | -0.3% | 1.1 | 8% | 0.46
- COc1ccc(OCC(=O)Nc2nc3ccccc3[nH]2)cc1
    -6% | 6% | -2.6% | -6% | 1033 | 0.0% | 3.7% | 1.2 | -8% | 0.37
- O=C(COc1ccccc1)N(Cc1cccs1)C1CCS(=O)(=O)C1 (stereo not given)
    · | 2% | · | · | 1149 | -0.8% | 0.8% | · | -10% | 0.25
- O=C(NCCSc1ccccc1)c1ccc(CN2CCOCC2)cc1
    · | 4% | · | · | 1064 | 0.5% | -0.5% | · | -7% | -0.47
- C/C(=C\C=C(C#N)C#N)c1cc(C#N)c(N)o1
    36% | 14% | -0.2% | 71%* | 1387 | 0.5% | · | 1.8 | -58% | 0.34
- NS(=O)(=O)c1ccc(NC(=O)c2c(Cl)cccc2Cl)cc1
    11% | 2% | 0.7% | 8% | · | -0.2% | 2.9% | 1 | 4% | ·
- O=C(Nc1ccccc1C(=O)Nc1ccc2c(c1)OCO2)c1cccs1
    12% | -8% | -3.9% | 3% | 949 | 0.1% | 1.4% | 1.1 | 24% | -0.11
- COc1ccc2c(C)cc3n[nH]c(=S)n3c2c1
    · | 28% | · | · | 1417 | 0.2% | 6.2% | · | -9% | -0.16
- Cc1cc2cc3c(cc2nc1SCC(=O)OC(C)C)OCCO3
    14% | 2% | -1.2% | 13% | · | 1.1% | 2.3% | 1.1 | 1% | ·
- O=C(NCCN1C(=O)S/C(=C/c2cccnc2)C1=O)C1CC(=O)N(Cc2ccccc2)C1 (stereo not given)
    -10% | 6% | 0.2% | -11% | 1302 | 0.2% | -1.2% | 0.9 | -1% | -0.1
- C=CCn1nc(-c2ccccc2)c(N2CCCCC2)cc1=O
    2% | 10% | · | 1% | 1328 | -0.2% | 2.4% | 1.1 | 7% | -1.5
- O=C(Cn1c(=O)c2cccn2c2ccccc21)Nc1cc(F)ccc1F
    · | 0% | · | · | · | 0.0% | 3.6% | · | 6% | ·
- COC(CNC(=O)c1ccc2c(c1)nc(C)n2-c1cc(C)cc(C)c1)OC
    · | 8% | · | · | · | -0.3% | 1.1% | · | -5% | ·
- CC1=C(C(=O)N2CCCCC2)C(c2cccs2)C2=C(CCCC2=O)N1 (stereo not given)
    10% | 2% | -0.2% | 5% | 1705 | 0.3% | -0.5% | 1.1 | -5% | 0.38
- Cc1ccc(CSCC(=O)NCCc2ccccc2)cc1
    -11% | 14% | -0.1% | -10% | 1224 | -0.3% | -0.5% | 1 | -8% | -0.16
- Cc1cc(C)cc(NC(=O)OCCN2CCN(Cc3ccccc3)CCC2=O)c1
    -10% | 1% | -3.2% | -10% | 1136 | -0.4% | -0.4% | 1.1 | -4% | 0.76
- Oc1ccc(Br)cc1/C=N/n1c(COc2ccccc2)n[nH]c1=S
    · | 5% | · | · | · | 0.5% | 0.8% | · | -3% | ·
- CON/C=N/C(=S)Nc1ncc(C(F)(F)F)cc1Cl
    -14% | 10% | -0.7% | -11% | 1479 | 0.3% | -0.1% | 1 | -10% | -0.19
- CN(CC(=O)Nc1nc2ccccc2s1)S(=O)(=O)c1ccc(Br)cc1
    6% | 4% | -1.5% | 4% | 1019 | -0.2% | 13% | 1 | -2% | 0.46
- CCOC(=O)C1CCN(C(c2ccc(OC)c(OC)c2)c2sc3nc(C)nn3c2O)CC1 (stereo not given)
    4% | 18%&7% | · | 5% | · | 0.4% | 1.7% | 1.1 | -1% | ·
- S=C(NCc1ccncc1)Nc1ccccc1
    1% | 7% | -1.0% | -1% | 1495 | 0.5% | 0.8% | 1.2 | 2% | -0.28
- CCCNC(=O)c1ccc(N2CCC3(CC2)CC(c2ccccc2)=NO3)c(NC(=O)Cc2ccc(F)cc2)c1
    · | 20% | · | · | · | -0.5% | 0.2% | · | -8% | ·
- CCOC(=O)c1sc2nc(COC(=O)c3c(F)cccc3F)[nH]c(=O)c2c1C
    -10% | 8% | -0.4% | -4% | 1662 | 0.3% | 47% | 1 | -1% | 0.48
- CCC(=O)Nc1ccc(Cl)c(NC(=O)c2cccc(OC)c2)c1
    -2% | 3% | -0.4% | -8% | 1433 | 0.0% | 0.4% | 1 | -7% | 0.07
- CCOC(=O)c1ccc(NC(=O)C2=C(C)Nc3nc(CCCO)nn3C2c2cccc(C)c2)cc1 (stereo not given)
    5% | 15% | -0.8% | 0% | 808 | 0.1% | 2.9% | 1.1 | 7% | -0.15
- O=C(COc1ccccc1F)NCC(c1ccco1)N1CCCC1 (stereo not given)
    -3% | 12% | -1.3% | -1% | 1299 | -0.5% | 6.7% | 1.1 | -1% | -0.03
- O=C(c1cc2cccc([N+](=O)[O-])c2oc1=O)N1CCOCC1
    · | 16% | · | · | 1106 | 0.1% | · | · | 0% | 0.63
- CCCCc1ccc(-c2c(C#N)c(N)nc3c2CCCC3)s1
    -11% | 13% | 0.3% | -4% | 1577 | 1.1% | 3.8% | 1 | 4% | -1
- CCc1ccc(-c2cc(N)n(-c3ccccc3)n2)cc1
    6% | -5% | -3.1% | 11% | 1284 | -0.7% | · | 1.2 | 4% | 0.02
- Cn1c(N)c(C(=O)c2cc(-c3ccncc3)nc3ccccc23)c(=O)n(C)c1=O
    -25% | 3% | -4.0% | -14% | 1217 | 0.1% | 0.1% | 1 | -2% | -0.91
- Brc1ccc(N=NNc2ccccc2)cc1
    · | 6% | · | · | · | -1.1% | 17% | · | -6% | ·
- Cc1ccc(-c2nnc(Nc3ccc4c(c3)nc(C)n4C)c3ccccc23)cc1
    11% | 7% | 1.6% | 7% | 1557 | -0.6% | 9.7% | 1.1 | -3% | -0.54
- COCCCNS(=O)(=O)c1ccc2c(c1)CCN2C(C)=O
    -1% | 4% | -1.8% | 0% | 1229 | -0.2% | 2.3% | 1.1 | -2% | -0.71
- O=C(CSc1nc2c(c(=O)[nH]1)CCCC2)Nc1ccc(Cl)cc1F
    16% | -2% | -1.6% | 9% | 1534 | -0.7% | -0.1% | 1 | -14% | -0.02
- O=C(Nc1ccccc1)N1CCC(=S)Nc2ccccc21
    -9% | 2% | 0.1% | 1% | 1235 | 0.5% | 2.3% | 1.1 | 0% | 0.11
- COc1ccc(CCNC(=O)C2CCCN2C(=O)NC2CCCCC2)cc1OC (stereo not given)
    6% | 4% | -0.3% | 7% | 1342 | -0.1% | 3.4% | 1 | 0% | 0.39
- O=C(NNC(=S)Nc1ccccc1)c1ccccc1[N+](=O)[O-]
    0% | 17% | 0.3% | 0% | 1595 | -0.2% | 0.8% | 2.2 | 4% | 0.18

Next structures follow.
Under each structure – human PMI inhibition | Large T inhibition | CSM14.1 death rescue | PMI inhibition | Ins promoter up cell count | West Nile antiviral | RSV CPE inhibition | TNAP activation fold | PhoP inhibition | Ins promoter up
- O=C(O)Cc1ccc(C(=O)c2ccc(Cl)cc2Cl)s1
    -58% | 19% | -0.8% | -52% | · | 0.3% | 1.6% | 1.1 | -6% | ·
- CC(=O)c1cc(-c2ccccc2)n(CC(=O)Nc2cc(C)cc(C)c2)c1C
    -1% | 6% | 3.6% | -1% | 1346 | -1.0% | 0.8% | 1.4 | 2% | -0.83
- COC(=O)CSc1nnc(CNC(=O)c2cccs2)n1-c1cc(OC)ccc1OC
    -3% | 8% | -2.0% | -4% | 1524 | 0.7% | 1.8% | 1.1 | -1% | 0.14
- O=C(O)CCc1nnc(SCC(=O)Nc2ccc(Br)cc2)[nH]c1=O
    11% | 3% | 0.6% | -8% | 1678 | 0.3% | -1.8% | 1 | -9% | -0.9
- COc1ccc(C2=Nn3c(nnc3-c3ccncc3)SC2)cc1
    -13% | 9% | -0.6% | -21% | 797 | 0.5% | -1.8% | 1 | -11% | 0.19
- C#CCOCCOCCOCCNc1nc(N2CCOCC2)nc(N2CCN(C(=O)[C@H](CCCCN)n3cc([C@@H](N)CC(C)C)nn3)CC2)n1
    -25% | 5% | -1.8% | -24% | 1285 | 0.5% | 2.3% | 1.1 | -1% | 1.2
- CCC(Br)C(=O)Nc1ccc(OC)cc1 (stereo not given)
    -39% | 8% | -5.0% | -18% | 1160 | 0.3% | 1.6% | 1.1 | 0% | 0.44

Complete entries from above. Order of values: human PMI inhibition | Large T inhibition | CSM14.1 death rescue | PMI inhibition | Ins promoter up cell count | West Nile antiviral | RSV CPE inhibition | TNAP activation fold | PhoP inhibition | Ins promoter up
Cc1ccc(CSCC(=O)NCCc2ccccc2)cc1 reads -11% | 14% | -0.1% | -10% | 1224 | -0.3% | -0.5% | 1 | -8% | -0.16
O=C(CSc1nc2c(c(=O)[nH]1)CCCC2)Nc1ccc(Cl)cc1F reads 16% | -2% | -1.6% | 9% | 1534 | -0.7% | -0.1% | 1 | -14% | -0.02
